Assay outcomes (PubChem BioAssay)
GLP1R ag: GLP-1 receptor (human) agonism. Potency, µM (highest dose often 45.6 µM), inactives show at the highest dose activation, most hits filed as activators. P43220. AID 624172. HEK293 GLP-1R CRE-luciferase, luminescence, 4-6 h; cells express a hypersensitive GLP-1R form. hit rate 0.007% among 380,000; further: potency means the concentration at half of the fitted maximal effect; % of control where 0% means no effect
Target sequence (P43220 whole entry, looked up): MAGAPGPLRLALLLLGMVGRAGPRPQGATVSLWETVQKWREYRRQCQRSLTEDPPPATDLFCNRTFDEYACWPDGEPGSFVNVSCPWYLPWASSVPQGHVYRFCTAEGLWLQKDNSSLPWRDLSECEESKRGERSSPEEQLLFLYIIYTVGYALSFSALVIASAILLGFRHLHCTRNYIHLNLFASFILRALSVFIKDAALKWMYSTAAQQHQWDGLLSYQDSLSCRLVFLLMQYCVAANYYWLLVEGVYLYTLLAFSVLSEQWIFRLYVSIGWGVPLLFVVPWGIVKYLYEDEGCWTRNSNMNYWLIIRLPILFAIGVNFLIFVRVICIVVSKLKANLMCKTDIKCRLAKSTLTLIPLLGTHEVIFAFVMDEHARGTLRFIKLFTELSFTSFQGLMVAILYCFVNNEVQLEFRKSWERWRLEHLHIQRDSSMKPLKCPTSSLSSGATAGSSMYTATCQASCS
PLK1 PBD block: PLK1 (human) polo-box domain binding inhibition. hit rate 2.8% among 360,000. Potency, µM, without a hit: max response, negative = inhibition, most hits filed as inhibitors. Plk1 PBD binding of FITC phosphopeptide, fluorescence polarization. AID 720504. P53350; further: potency means the concentration at half of the fitted maximal effect; series mostly up to about 57 µM; on the % scale 0 is the no-effect control and ±100 the full control effect; nearly all actives have a fitted effect of over 65% in size
EPAC1 agonist: agonists of human EPAC1; O95398; EPAC1 agonist qHTS, biochemical assay; response scale: 100% = response to 6.5 mM cAMP; Potency, µM (doses to about 154 µM), inactives show at the highest dose activation, actives largely listed as activators; hit rate 0.073% among 360,000; AID 720707; further: potency means the concentration at half of the fitted maximal effect; nearly all actives have a fitted effect of over 60% in size
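Read-out is the fluorescence drop as BODIPY-GDP leaves Rap1B (480 nm excitation, 540 nm emission), recorded every 5 minutes over 30 minutes. Reactions held 100 nM EPAC1, 250 nM Rap1B–BODIPY-GDP and 50 uM GDP, with 6.5 mM cAMP setting full activation.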
EPAC1 antag: EPAC1 (human) antagonism; O95398; EPAC1 GEF assay, Rap1b-BODIPY-GDP exchange fluorescence; Potency, µM (series often up to 115 µM), for inactives: top-dose activity change, negative = inhibition, usual class: inhibitors; hit rate 0.14% among 360,000; AID 720709;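 further: potency means the concentration at half of the fitted maximal effect; plate controls were vehicle for no effect and positive control for full effect; nearly all actives have a fitted effect of over 50% in size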
PI5P4Ka inh: inhibitors of human PI5P4K alpha; max response, %; AID 652105; PI5P4Kalpha enzyme, ADP-Glo luminescence, 60 min; stronger effect = lower value; hit rate 1.2% among 330,000; active means max response of -50% or lower; inconclusive means between -30% and -50%; inactive means -30% or higher; further: value at the top dose of about 77 µM; on the % scale 0 is the no-effect control and ±100 the full control effect
Target sequence (P48426 whole entry, looked up): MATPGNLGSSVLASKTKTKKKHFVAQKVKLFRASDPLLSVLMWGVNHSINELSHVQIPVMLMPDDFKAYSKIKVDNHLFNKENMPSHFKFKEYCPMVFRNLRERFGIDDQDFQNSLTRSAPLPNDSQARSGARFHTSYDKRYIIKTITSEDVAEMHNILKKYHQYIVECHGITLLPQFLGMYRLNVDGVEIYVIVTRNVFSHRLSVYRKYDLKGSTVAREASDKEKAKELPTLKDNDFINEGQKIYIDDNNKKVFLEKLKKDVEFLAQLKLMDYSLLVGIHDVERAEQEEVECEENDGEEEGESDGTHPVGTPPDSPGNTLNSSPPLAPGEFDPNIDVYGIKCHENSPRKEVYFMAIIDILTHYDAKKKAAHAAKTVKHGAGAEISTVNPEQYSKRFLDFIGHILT
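Controls without substrate or without enzyme flank wells where PI5P4Kalpha converts substrate using 5 microM ATP (final). Incubation lasts 60 minutes at room temperature; ADP formed is read by ADP-Glo luminescence.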
HEK293 tox: cytotoxic in the GLP-1 receptor inverse agonist counter-screen; Potency, µM (doses to about 38.3 µM), for the others: at the highest dose activity change, negative = inhibition, actives largely listed as inhibitors; hit rate 0.13% among 410,000; HEK293 cAMP-luciferase reporter cells, luminescence, 24 h; AID 624418;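 further: loss of luciferase light is scored as toxicity; potency means the concentration at half of the fitted maximal effect; on the % scale 0 is the no-effect control and ±100 the full control effect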
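A 23 nL compound transfer followed 12 hours of cell culture at 37 deg C; exposure then lasted 24 hr. Luciferase assay detection reagent was dispensed and plates read for luminescence after a 12 min room-temperature wait.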
PTHR1 agonist: agonists of human PTHR1 parathyroid hormone receptor | Q03431 | HEK293 GP2 PTHR1 cells, GloSensor cAMP luminescence, 1 h | Potency, µM (doses to about 115 µM), inactives show at the highest dose activation, usual class: activators | hit rate 0.075% among 410,000 | AID 743266; further: potency means the concentration at half of the fitted maximal effect; nearly all actives have a fitted effect of over 55% in size; some results filed as inactive show a strong effect at the top dose; inactives centre near -15; many of its hits are not listed in these tables
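HEK-293-derived GP2 cells expressing PTHR1 and a GloSensor cAMP reporter, 3,000/well, plated overnight, given luciferin plus IBMX (each 0.5 mM as added) for 1 h at 37 °C, then compound for 1 h at 37 °C. Luminescence was read after 15 min at room temperature.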
GLP-1R inv ag: inverse agonists of human GLP-1 receptor; P43220; HEK293 GLP-1R CRE-luciferase, luminescence, 24 h; GLP-1R form is constitutively active; Potency, µM (highest dose often 38.3 µM), inactives show at the top dose activity change, negative = inhibition, most hits filed as inhibitors; hit rate 1.6% among 410,000; further: potency means the concentration at half of the fitted maximal effect; on the % scale 0 is the no-effect control and ±100 the full control effect; nearly all actives have a fitted effect of over 55% in size
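Constitutively active GLP-1R drives a cAMP-responsive luciferase in stably transfected HEK293 cells; test compounds are added after overnight (12 h) attachment and left 24 hr, and signal loss in luminescence marks inhibition.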
IL-2 act: activators of IL-2; IL-2 activation reporter assay, cell-based qHTS; stimulated with anti-CD3/CD4/CD28 beads; in transgenic mouse T cells; activation, % (series mostly up to about 46 µM); hit rate 0.065% among 360,000; in the data active means activation above about 50%; inconclusive means mostly about 30% to 49%; further: 0% is about no effect
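Using fluorescent plate cytometry, EGFP and DsRed are detected in transgenic mouse T cells stimulated 18 h at 37 degrees C with antibody-coated beads after 60 min compound pretreatment.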
* hit, by the source's call; i = inactive; ? = inconclusive; . = not tested or not shown; [ ] = remark or other dose. Unless noted, the call rests on the fitted dose curve; in most records, active means well fitted curve in the direction sought with a large enough effect; inconclusive means small, poorly fitted or top-dose-only effect, or another doubt; inactive means no such curve, though single readings can be large; an effect the other way counts as inactive or inconclusive. Some of the compounds tested; rates above refer to the full screens.

Structure	GLP-1R inv ag	GLP1R ag	PI5P4Ka inh	IL-2 act	HEK293 tox	EPAC1 antag	PTHR1 agonist	PLK1 PBD block	EPAC1 agonist
Cc1ccc(C)c(S(=O)(=O)NCCCN2CCOCC2)c1	1%	5%	-1	-1.2	-5%	-2%	i	3%	4%
O=C(O)c1cccc(NC(=S)N/N=C/c2c[nH]c3ccccc23)c1	-15%	0%	?	0.3	-7%	-10%	-20%	-23%	-3%
CCN(CC)CCNC(=O)CCc1n[nH]c(=O)c2ccccc12	?	-9%	-2	-1.2	11%	-5%	i	1%	4%
CCOC(=O)C1(Cc2ccccc2Cl)CCN(Cc2csc(C(C)=O)c2)CC1	?	19%	10	-2.0	-6%	2%	-22%	10%	5%
O=C(O)c1cc2cc(Cl)ccc2oc1=O	6%	-6%	.	0.9	-1%	-1%	-3%[57.5 µM]	-5%	8%
Cn1c(SCC(=O)Nc2ccc(Cl)cc2)nnc1C1CC1	6%	6%	-5	-2.0	4%	-20%	i	-10%	-4%
O=c1ccn([C@@H]2O[C@H](CNCc3ccccc3)[C@@H](O)[C@H]2O)c(=O)[nH]1	0%	4%	2	0.4	-7%	4%	-20%	-5%	10%
O=C(Nc1ccc2c(c1)OCO2)C1CCCN(c2nc3ccccc3s2)C1 (stereo not given)	?	-8%	.	0.0	-12%	-3%	-44%[inhibitor]	-7%	0%
Cc1ccc(C(=O)/C=C\C(=O)c2ccc(C)cc2)cc1	0%	1%	-16	-0.9	-23%	-6%	-29%	6.7µM*	2%
O=C(NCc1ccco1)c1cnccn1	7%	-13%	-6	-2.9	38%	0%	i	-14%	7%
COc1cc(-c2cc(C(=O)Nc3ccccc3N3CCOCC3)c3ccccc3n2)cc(OC)c1OC	32%[activator][7.66 µM]	11%	0	1.7	8%[7.66 µM]	0%	0%	-5%	-1%
Cn1c(=O)[nH]c(=O)c2c1ncn2CCN1CCOCC1	1%	-9%	6	0.9	1%	-10%	?	-15%	-21%
Cc1cc(C)cc(OCCNC(=O)c2ccc(Br)cc2)c1	?	2%	9	-1.7	-4%	-17%	26%	-4%	-3%
CCCNC(=O)C1(C)CCCN(Cc2ccccc2C#N)C1 (stereo not given)	26%	0%	7	0.5	4%	-1%	-23%	2%	-10%
CC(=O)NCCc1nc2cc(NC(=O)COc3ccc(C)cc3)ccc2n1C	11%	9%	5	3.7	4%	0%	i	1%	-5%
C[C@H](O)[C@@H]1CN2CCc3c([nH]c4ccccc34)[C@@H]2C[C@@H]1N(C)C(=O)NC1CCCCC1	-5%	-3%	-2	-2.8	17%	-10%	1%	-25%	-18%
c1ccc(-n2nnnc2SCCCSc2nc3ccccc3s2)cc1	?	3%	.	0.1	14%	-7%	i	-7%	10%
Cc1ccc(C)c2[nH]c(=O)c(CN(CCN3CCOCC3)Cc3nnnn3CC3CCCO3)cc12 (stereo not given)	8%	-2%	.	0.8	5%	12%	-20%[57.5 µM]	-14%	-4%
FC(F)(F)c1nnc2sc(-c3ccco3)nn12	4%	-2%	3	-1.5	-14%	-3%	i	-8%	7%
O=C(NCCN1CCOCC1)c1cccnc1SCc1ccccc1Cl	1%	11%	1	-4.8	-2%	3%	i	-6%	2%
C=CCOC(=O)C1=C[C@H](c2coc3ccccc3c2=O)C[C@H](OCc2ccc(CO)cc2)O1	6%	7%	3	-0.3	-3%	3%	-35%	2%	-9%
O=C(c1ccc2c(c1)OCCO2)C1CCN(C(=O)Nc2ccccc2F)CC1	-15%	12%	6	0.1	-2%	8%	i	3%	5%
CCN(c1cccc(C)c1)S(=O)(=O)c1ccc2c(c1)N(C(C)=O)CCS2	?	23%	2	0.3	-16%	?	i	1%	15%
COc1cnc(-c2cccc(C(F)(F)F)c2)nc1OC	10%	11%	-2	-2.9	-5%	-7%	-7%	-2%	-8%
Cc1ccc(S(=O)(=O)c2cc(C)cc(S(=O)(=O)Nc3ccc(C(=O)O)cc3)c2C)cc1	14%	-1%	0	0.7	3%	-6%	-6%	-14%	6%
CCc1ccc(NC(=O)N(CCCN2CCOCC2)C(C)c2cc3cccc(OC)c3o2)cc1 (stereo not given)	?	5%	-1	0.0	-12%	4%	-2%[57.5 µM]	-4%	-4%
CN(C)S(=O)(=O)c1cccc(C(=O)OCC(=O)c2ccc3c(c2)NC(=O)CO3)c1	8%	-1%	.	-2.6	4%	-3%	-24%[57.5 µM]	-6%	13%
COc1cccc(NC(=O)CN2C(=O)COc3ccc(S(=O)(=O)N4CCC(C)CC4)cc32)c1	?	-1%	5	-0.6	-18%	-15%	-13%	-3%	-3%
CC(=O)Cn1cnc2c(cnn2-c2ccc(F)cc2)c1=O	0%	10%	-2	2.6	5%	4%	i	1%	1%
COc1ccc(CNC(=O)CC2C(=O)NCCN2C2Cc3ccccc3C2)cc1 (stereo not given)	-10%	5%	0	2.9	1%	-7%	i	-1%	7%
Cc1ccc(C2NC(=O)c3ccccc3O2)cc1 (stereo not given)	7%	13%	4	2.0	2%	0%	i	-6%	3%
Cc1ccc(S(=O)(=O)N2CCN=C2SCc2c(F)cccc2Cl)cc1	66%[activator]	10%	1	-0.7	11%	-8%	-16%	-8%	-18%
COc1ccc(C(=O)Nc2ccc(Oc3ncnc4sc(-c5ccccc5)cc34)cc2)cc1OC	0%	-9%	-2	3.6	-22%	5%	i	1%	3%
Cc1cc(C)n(S(=O)(=O)c2cc(C(=O)O)c(Cl)cc2Cl)n1	-6%	-5%	.	1.0	9%	7%	-10%[57.5 µM]	-12%	18%
CC1CCCN(C(=O)C2CC(=O)N(c3ccc(Cl)cc3)C2)C1 (stereo not given)	-8%	6%	-1	-0.1	-3%	16%	i	-12%	5%
CC(C)CCNC(=O)COC(=O)/C=C/c1ccc2ccccc2n1	10%	-9%	1	0.7	-2%	-1%	-1%	-1%	3%
CC(C)(C)NC(=O)c1ccc(Cn2cc(C(F)(F)F)ccc2=O)cc1	16%	0%	5	0.3	10%	-3%	i	-6%	-1%
COc1ccc(OCCOC(=O)CNC(=O)c2ccc(C)cc2)cc1	-4%	0%	0	-1.2	3%	0%	-6%	2%	5%
Cc1nc2ccccn2c1/C(O)=C1\C(=O)C(=O)N(CCN2CCOCC2)C1c1ccncc1 (stereo not given)	8%	-1%	9	1.4	-27%	-14%	i	-6%	0%
CCN(C(=O)CCN1C(=O)S/C(=C\c2ccccc2)C1=O)C1CCS(=O)(=O)C1 (stereo not given)	-2%	0%	-1	-0.7	0%	14%	-20%	-9%	10%

As entered above:
Under EPAC1 agonist, `Cc1cc(C)n(S(=O)(=O)c2cc(C(=O)O)c(Cl)cc2Cl)n1` has the entry 18%
Under PI5P4Ka inh, `CC(C)CCNC(=O)COC(=O)/C=C/c1ccc2ccccc2n1` has the entry 1

Next results.
Structure	GLP-1R inv ag	GLP1R ag	PI5P4Ka inh	IL-2 act	HEK293 tox	EPAC1 antag	PTHR1 agonist	PLK1 PBD block	EPAC1 agonist
CCN1CCN(C(=O)c2ccc3c(c2)N(Cc2ccccc2F)C(=O)c2ccccc2S3=O)CC1 (stereo not given)	18%	-2%	.	.	-2%	.	i	.	.
COc1ccc(CC(=O)N(Cc2ccccc2)c2ccccc2)cc1S(=O)(=O)N1CCOCC1	?	-2%	0	-0.9	-21%	-8%	-45%[inhibitor]	-7%	-16%
CC(C)(C)NC(=O)C(c1ccc(F)cc1)N(Cc1ccco1)C(=O)CCC(=O)Nc1nccs1 (stereo not given)	-25%	1%	-2	-2.7	1%	-24%	-17%	-14%	3%
O=C(O)c1cccnc1C(=O)O	-5%	2%	-3	-0.2	0%	-4%	-19%	-6%	-5%
Cc1ccc(NC(=O)c2cccc(NC3=NC4CS(=O)(=O)CC4S3)c2)cc1C (stereo not given)	4%	-4%	1	-2.8	18%	-10%	i	-5%	2%
CCOC(=O)N1CCC(=NNC(=O)COc2cccc(C)c2)CC1	9%	0%	-8	-0.1	-3%	-7%	i	-16%	-2%
Cc1ccc2nc(SCC(=O)N3c4ccccc4CC3C)c(C)cc2c1 (stereo not given)	-11%	0%	22	-3.2	-9%	-14%	i	-6%	5%
Cc1cc(C)n(CC(=O)NN)n1	7%	6%	-3	1.9	6%	2%	i	-2%	10%
CCc1cc(=O)oc2cc(OCc3ccc(C(=O)O)o3)ccc12	61%[activator]	-10%	-11	-3.5	0%	4%	i	-11%	5%
CCCS(=O)(=O)NC(=O)C1(C)CCN(C(=O)COCc2ccccc2)C1 (stereo not given)	7%	1%	-2	0.6	4%	8%	i	-2%	8%
O=C(CN1C(=O)NC(Cc2ccccc2)C1=O)Nc1ccc(OC(F)(F)F)cc1 (stereo not given)	?	-7%	9	-0.2	0%	-12%	-8%	3%	-13%
Cc1ccccc1-c1cc(C(=O)NCc2ccc(OC(F)(F)F)cc2)nn1CC1CC(c2cccc([N+](=O)[O-])c2)=NO1 (stereo not given)	?	4%	-10	-0.4	4%	-1%	-11%	-7%	-32%[inhibitor]
CCOc1ccc(-c2nc(N)ncc2Oc2ccccc2Br)c(O)c1	?	1%	-9	-0.8	56%[activator]	-2%	-7%[57.5 µM]	-1%	10%
COc1ccc(-n2c(Cn3c(=O)sc4ccccc43)nnc2SCC(=O)N2CCCC2)cc1	0%	-5%	-9	1.8	-19%	-27%	-11%	?	4%
COc1ccc(CCn2c(-c3ccc(F)cc3)nc3c(c(=O)c4ccccc4n3C)c2=O)cc1OC	18%	14%	3	-0.1	1%	13%	i	-8%	13%
O=C(Nc1nccs1)[C@@H]1CCCN1S(=O)(=O)c1ccc(Cl)cc1	?	1%	2	-0.7	4%	0%	i	-5%	5%
